Screens from PubChem.
CBFb-RUNX1 inh: blocks binding between human CBF-beta and RUNX1 | AlphaScreen CBFb-His/RUNX1-biotin binding, biochemical | Potency, µM (highest dose often 59.8 µM), inactives show at the highest dose activity, negative = inhibition, usual class: inhibitors | 230,000 tested, under 10 active; further: % of control where 0% means no effect
Target sequence (Q01196 whole entry, looked up): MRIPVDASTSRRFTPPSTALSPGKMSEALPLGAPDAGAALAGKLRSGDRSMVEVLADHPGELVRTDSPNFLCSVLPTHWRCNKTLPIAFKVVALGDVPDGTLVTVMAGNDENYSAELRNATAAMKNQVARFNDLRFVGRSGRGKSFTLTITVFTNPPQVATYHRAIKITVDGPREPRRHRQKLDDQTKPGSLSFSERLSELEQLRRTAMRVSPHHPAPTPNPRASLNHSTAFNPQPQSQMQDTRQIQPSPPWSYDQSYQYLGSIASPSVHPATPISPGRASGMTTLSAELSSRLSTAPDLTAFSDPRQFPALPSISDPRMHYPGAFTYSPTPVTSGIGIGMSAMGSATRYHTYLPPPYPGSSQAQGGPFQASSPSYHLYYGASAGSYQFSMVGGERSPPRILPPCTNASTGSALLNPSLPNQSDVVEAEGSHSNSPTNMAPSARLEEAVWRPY
Target sequence (Q13951 whole entry, looked up): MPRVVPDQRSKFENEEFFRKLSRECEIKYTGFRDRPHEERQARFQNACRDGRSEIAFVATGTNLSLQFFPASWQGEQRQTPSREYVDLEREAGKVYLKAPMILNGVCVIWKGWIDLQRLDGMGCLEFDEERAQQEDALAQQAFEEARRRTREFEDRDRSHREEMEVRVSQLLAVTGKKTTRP
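Read-out: AlphaScreen. Format: His-CBF-beta with biotinylated RUNX1 (30 nM each) preincubated 20 min, compound 15 min, Ni-chelate plus streptavidin beads 90 min; room temperature throughout.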
NPSR antagonist: blocks cAMP signaling of the human neuropeptide S receptor. CHO-NPSR cells, cAMP TR-FRET, antagonist mode. Potency, µM (doses to about 38.3 µM), for the others: at the top dose activity change, negative = inhibition, most hits filed as inhibitors. hit rate 1% among 220,000. AID 1461; further: potency means the concentration at half of the fitted maximal effect; on the % scale 0 is the no-effect control and ±100 the full control effect; nearly all actives have a fitted effect of over 50% in size; many of its hits are not listed in these tables
Target sequence (Q6W5P4 whole entry, looked up): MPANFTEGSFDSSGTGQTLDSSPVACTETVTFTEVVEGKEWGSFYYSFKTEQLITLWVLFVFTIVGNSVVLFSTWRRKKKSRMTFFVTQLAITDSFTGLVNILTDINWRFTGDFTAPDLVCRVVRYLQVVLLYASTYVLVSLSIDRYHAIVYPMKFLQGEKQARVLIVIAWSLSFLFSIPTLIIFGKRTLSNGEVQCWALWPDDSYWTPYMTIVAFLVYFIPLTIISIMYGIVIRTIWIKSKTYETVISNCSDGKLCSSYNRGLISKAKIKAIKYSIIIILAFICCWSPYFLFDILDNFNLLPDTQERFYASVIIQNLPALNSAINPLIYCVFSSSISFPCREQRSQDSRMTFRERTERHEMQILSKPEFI
IMPase Li inh: membrane-permeable IMPase blocker, potentiated with lithium. Potency, µM (top dose mostly 59.4 µM), for the others: at the highest dose activity, negative = IMPase inhibition, usual class: inhibitors. CHO-M1 cells, IP1 TR-FRET (IP-One), carbachol + lithium. hit rate 0.35% among 210,000;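 further: IP1 builds up when IMPase is blocked and the TR-FRET signal falls; potency means the concentration at half of the fitted maximal effect; plate controls were basal vehicle for no effect and high inhibitor control for full effect; nearly all actives have a fitted effect of over 50% in size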
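Test compounds were applied to CHO-M1 cells previously cultured for 16–30 h at 2000 per well. A small lithium amount accompanied them; after 30 min at 37C, IP1 was quantified by TR-FRET.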
Epigenetic derep: epigenetic control regulation, reporter derepression; murine LDR cells, GFP reporter derepression, 30 h; Potency, µM (titrated, usually from 53.9 µM), for inactives: top-dose GFP activation, actives largely listed as activators; hit rate 0.2% among 280,000; AID 1865; further: potency means the concentration at half of the fitted maximal effect; % of control where 0% means no effect; nearly all actives have a fitted effect of over 60% in size
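Derepression of a silenced CMV-GFP reporter in murine LDR cells is scored by enumerating GFP-positive cells with a laser-scanning microplate cytometer after 30 hours of treatment at 37 C.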
Lamin A splicing: LMNA splicing modulation. HeLa LMNA splicing GFP/RFP minigene ratio, 48 h. Potency, µM (series often up to 46.1 µM), for the others: at the highest dose ratio change, negative = inhibition, usual class: inhibitors. hit rate 0.01% among 200,000. AID 1487; active means well fitted inhibition curve with a large enough effect in the signal ratio, with a control signal flat, not every such curve was filed as active; inconclusive means small, poorly fitted or top-dose-only effect, or effect the other way, or a change in a side signal; the % refers to the signal ratio; further: potency means the concentration at half of the fitted maximal effect; on the % scale 0 is the no-effect control and ±100 the full control effect
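S3 HeLa stable clones carrying a lamin A-EGFP splicing minigene plus DsRed2 were seeded at 600 cells/well in Opti-MEM with 2% FBS, pin-dosed and incubated 48 h at 37°C. Acumen cytometry (488 nm) gave the GFP/RFP total-intensity ratio.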
KinaseGlo FLuc: counter-screen: inhibitors of Kinase-Glo firefly luciferase | Q27757 | Kinase-Glo luciferase, ATP luminescence, 8 min | Potency, µM (top dose mostly 38.3 µM), for the others: top-dose activity change, negative = inhibition, most hits filed as inhibitors | hit rate 0.28% among 200,000; further: potency means the concentration at half of the fitted maximal effect; on the % scale 0 is the no-effect control and ±100 the full control effect; nearly all actives have a fitted effect of over 60% in size
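Light output from Kinase-Glo luciferase with luciferin and 10 uM ATP in 50 mM imidazole pH 7.2, KCl, MgCl2, Tween 20, BSA; compound pin-delivered, 8-min ambient incubation, then luminescence read.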
HTT aggregate: inhibitors of mutant huntingtin aggregate formation in PC12 cells | PC12 HttQ103-GFP aggregates, Acumen cytometry, 40 h | Potency, µM (highest dose often 46.1 µM), without a hit: at the highest dose activity change, negative = inhibition, usual class: inhibitors | hit rate 1.1% among 220,000 | AID 1688; further: potency means the concentration at half of the fitted maximal effect; on the % scale 0 is the no-effect control and ±100 the full control effect; nearly all actives have a fitted effect of over 60% in size
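Steps: seed 1500 PC12 HTTQ103-GFP cells/well; add tebufenozide, 100 nM final; add compound titration; add ATPLite reagent; quantify GFP aggregates by laser scanning cytometry.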
Numbers without * were called inactive; ? = inconclusive; . = no result given; & = joins results of further samples; [ ] = remark or other dose. Unless noted, the call rests on the fitted dose curve; in most records, active means well fitted curve in the direction sought with a large enough effect; inconclusive means small, poorly fitted or top-dose-only effect, or another doubt; inactive means no such curve, though single readings can be large; an effect the other way counts as inactive or inconclusive. An excerpt (hit frequency here may not be typical).

1: COc1ccc(CCNC(=O)c2cc(-c3cc(C)c(C)cc3O)n[nH]2)cc1OC
2: CC(C)(C)c1ccc(/C=C2\SC(=O)N(CCNC(=O)c3cccc(S(=O)(=O)N4CCOCC4)c3)C2=O)cc1
3: CCn1c(C(C)NC(=O)c2cccc(C)c2)n[nH]c1=S (configuration not stated)
4: Oc1ccc(CNCC2COc3ccccc3O2)cc1 (configuration not stated)
5: COc1ccc(/C=C2\SC(=S)N(CC3CCCO3)C2=O)cc1 (configuration not stated)
6: Nn1c(SCC(=O)Nc2ccc(F)cc2)nnc1C1CCCCC1
7: N#Cc1nc(COc2ccccc2Cl)oc1N1CCCC1
8: O=C(CSc1nc(-c2ccccc2)nc2ccc(F)cc12)Nc1cccc(C(=O)O)c1
9: O=C(Nc1nnc(CC2=CCCCC2)s1)c1cccs1
10: Cc1ccccc1NC(=O)C1C2CCC(O2)C1C(=O)O (configuration not stated)

entry no.	1	2	3	4	5	6	7	8	9	10
Epigenetic derep	0.0%	5.3%	1.1%	0.9%	0.2%	-1.0%	-0.1%	-4.1%	0.0%	0.0%
Lamin A splicing	-11%	?	4%[46 µM]	6%	.	1%	5%[46 µM]	.	?	?
KinaseGlo FLuc	0%	-2%	-4%	-5%	.	-1%	-7%	.	0%	-3%
NPSR antagonist	12%[46.1 µM]	20%	14%	8%[46.1 µM]	-1%	-3%[46.1 µM]	39%	-23%	-27%[46.1 µM]	16%[46.1 µM]
CBFb-RUNX1 inh	11%	3%	-1%	8%	-20%	5%	-26%	6%	5%	4%
IMPase Li inh	5%	7%	6%	-1%[38.3 µM]	.	20%[38.3 µM]	20%	.	6%[38.3 µM]	5%
HTT aggregate	?	-16%	.	28%	1%[9.22 µM]	-19%	-6%[9.22 µM]	-1%[9.22 µM]	-7%	-32%

11: CC(=O)c1cccc(NC(=O)N2CCCC2C(=O)Nc2c(C)cccc2C)c1 (configuration not stated)
12: OC(COc1cc(Cl)c(Cl)cc1Cl)CN1CCN(c2ncccn2)CC1 (configuration not stated)
13: CN(CC(=O)Nc1sccc1C#N)C1CCCCC1
14: CC(=O)Nc1ccc(S(=O)(=O)Nc2c(C)nn(-c3ccccc3)c2C)cc1
15: CCCCN(CC)CCCNC(=O)CC1Oc2ccccc2NC1=O (configuration not stated)
16: Cn1cccc1CC(=O)N/N=C/c1cc([N+](=O)[O-])ccc1Cl
17: S=C(NCCc1ccccn1)Nc1ccccc1Cl
18: OCCC1CN(Cc2ccccc2O)CCN1CCc1ccccc1 (configuration not stated)
19: CCOC(=O)c1ccccc1NS(=O)(=O)c1ccc(OCC)cc1
20: NNC(=O)c1n[nH]c(=O)c2ccccc12

entry no.	11	12	13	14	15	16	17	18	19	20
Epigenetic derep	-3.2%	0.9%	-1.2%	-1.1%	0.2%	-1.1%	5.3%	-4.7%	2.5%	-1.4%
Lamin A splicing	7%	-18%	-10%	-4%	-6%	?	.	.	?	.
KinaseGlo FLuc	-3%	.	-1%	2%	3%	3%	-1%	0%	-4%	.
NPSR antagonist	-4%[46.1 µM]	-5%[46.1 µM]	3%[46.1 µM]	-5%[46.1 µM]	-2%[46.1 µM]	23%	2%	-6%	-5%[46.1 µM]	11%
CBFb-RUNX1 inh	0%	-1%	11%	1%	5%	-22%	8%	6%	19%	-1%
IMPase Li inh	0%[38.3 µM]	.	12%	-18%[38.3 µM]	67%[activator][38.3 µM]	3%	7%	8%	21%[38.3 µM]	.
HTT aggregate	2%	-2%	-21%	?	17%	-11%[9.22 µM]	3%	12%[9.22 µM]	11µM*	-14%[9.22 µM]

Single records, from the list above. Order of values: Epigenetic derep | Lamin A splicing | KinaseGlo FLuc | NPSR antagonist | CBFb-RUNX1 inh | IMPase Li inh | HTT aggregate
Entry for OC(COc1cc(Cl)c(Cl)cc1Cl)CN1CCN(c2ncccn2)CC1 (configuration not stated) : 0.9% | -18% | . | -5%[46.1 µM] | -1% | . | -2%
Entry for OCCC1CN(Cc2ccccc2O)CCN1CCc1ccccc1 (configuration not stated) : -4.7% | . | 0% | -6% | 6% | 8% | 12%[9.22 µM]

Following part:
21: COc1ccc(N/C=C\C(=O)c2ccc3c(c2)OCO3)cc1
22: Cc1ccc(O)c(C(=O)c2cc(C#N)c(=O)n(-c3c(C)n(C)n(-c4ccccc4)c3=O)c2)c1
23: COc1ccc(NCc2ccc(OC)c(OC)c2)cc1
24: O=C(CN1C(=O)c2ccccc2C1=O)NCc1ccncc1
25: Cn1c(=O)n(C)c2cc(C(=O)O)ccc21
26: Fc1ccc(/C=N/Nc2nnnn2-c2ccccc2)cc1
27: COc1ccccc1NC(=O)COC(=O)c1c[nH]c(=O)[nH]c1=O
28: Cc1ccccc1OCCSc1nnc(-c2cccnc2)n1N
29: Cc1ccc(O)c(C(=O)c2cc(C(=O)NCCc3ccccc3)c(=O)n(CCc3ccccc3)c2)c1
30: CC(=O)c1cccc(NC(=O)c2cc(-n3cnnc3)ccc2Cl)c1

entry no.	21	22	23	24	25	26	27	28	29	30
Epigenetic derep	-1.0%	-1.2%	0.0%	-3.1%	0.8%	1.1%	0.0%	0.0%	-0.9%	-0.7%
Lamin A splicing	5%	-4%	14%	0%	1%	0%[46 µM]	.	-1%	?	5%
KinaseGlo FLuc	?	-1%	-1%	-2%	-4%	0%	.	1%	-2%	1%
NPSR antagonist	-13%[46.1 µM]	0%[46.1 µM]	6%[46.1 µM]	-6%[46.1 µM]	-10%[46.1 µM]	4%	8%	13%	-38%	-9%[46.1 µM]
CBFb-RUNX1 inh	0%	0%	-1%	3%	-1%	-4%	8%	6%	-16%	-2%
IMPase Li inh	-15%[38.3 µM]	-4%[38.3 µM]	6%[38.3 µM]	3%[38.3 µM]	-6%[38.3 µM]	7%	.	0%	9%	-6%[38.3 µM]
HTT aggregate	24%	15%	11%	18%	2%	.	-9%[9.22 µM]	-8%	?	6%

31: COc1ccc(-c2nnc(SC)o2)c(OC)c1
32: Nc1nc(-c2ccco2)nn1C(=O)c1ccc(Cl)cc1
33: COc1ccc2c(c1)C(c1ccccc1)=NNC(c1ccco1)=N2
34: CSc1ccc(CNc2ccccn2)cc1
35: N=C1CCCN1CC(=O)c1ccc(Cl)cc1
36: Cc1ccc(Nc2nc(Oc3ccc(=O)[nH]n3)nc(N(C)C)n2)cc1
37: O=C(Nc1ccc2c(c1)nc1n2CCOC1)c1ccccc1
38: COc1ccc(/C=C2\SC(=S)N(Cc3cccnc3)C2=O)cc1C
39: O=C(NCC(=O)N(c1ccc2c(c1)OCO2)C(C(=O)NC1CCCC1)c1cccs1)c1ccco1 (configuration not stated)
40: CC(C)C(=O)c1cc2c(cc1NC(=O)Nc1cccc3ccccc13)OCCO2

entry no.	31	32	33	34	35	36	37	38	39	40
Epigenetic derep	0.3%	-2.3%	0.0%	0.0%	0.0%	-0.7%	-0.7%	14%	2.9%	-1.2%
Lamin A splicing	?	9%	7%	9%	-6%	3%	-2%	5%	8%	-2%
KinaseGlo FLuc	2%	-2%	-2%	-2%	0%	0%	0%	2%	-3%	0%
NPSR antagonist	7%	5%[46.1 µM]	-7%[46.1 µM]	12%[46.1 µM]	-7%[46.1 µM]	-7%[46.1 µM]	-9%[46.1 µM]	15%	-16%[46.1 µM]	?
CBFb-RUNX1 inh	-2%	-3%	-1%	?	0%	-4%	5%	4%	7%	7%
IMPase Li inh	3%	-9%[38.3 µM]	31%[activator][38.3 µM]	0%[38.3 µM]	5%	8%[38.3 µM]	-2%[38.3 µM]	14%	2%[38.3 µM]	56%[activator][38.3 µM]
HTT aggregate	4%	4%	?	-12%	11%	-15%	12%	28%	15%	-32%

41: Nc1nc2c(ncn2[C@@H]2O[C@H](CO)[C@@H](O)[C@H]2O)c(=O)[nH]1
42: CCOC(=O)C1=C(C)NC(SCC(N)=O)=C(C#N)C1c1cccs1 (configuration not stated)
43: Cc1cc(NC(=O)C(C)C)ncc1NC(=O)CCc1ccccc1
44: O=C(Nc1ccccc1N1CCOCC1)c1ccc(S(=O)(=O)NCc2ccco2)cc1
45: C/C(CC(=O)Nc1cccnc1)=N\NC(=O)C(=O)Nc1cccc(C)c1
46: O=C(CCc1ccccc1)NCC1OCCc2ccccc21 (configuration not stated)
47: O=C(NC1CCN(Cc2ccccc2)CC1)c1ccc(I)cc1
48: COc1ccc(NS(=O)(=O)c2cccc(NC(=O)C34CCC(CC3)C4)c2)cc1
49: CCNC(=S)N(Cc1cc2cc(C)c(C)cc2[nH]c1=O)C1CCCC1
50: COc1ccc2c(c1O)-c1ccccc1CCN(C)C2
51: Cc1cccc(N2CC(C(=O)O)CC2=O)c1C (configuration not stated)
52: O=C(CCc1nc2ccccc2c(=O)[nH]1)NCc1cccc(Cl)c1

entry no.	41	42	43	44	45	46	47	48	49	50	51	52
Epigenetic derep	-0.3%	-0.7%	-0.9%	0.0%	-1.0%	1.1%	1.1%&0.1%	0.0%	-0.1%	-3.0%	3.1%	9.3%
Lamin A splicing	.	7%	-14%	7%[9.22 µM]	-7%	33%[46 µM]	.	?	14%[46 µM]	.	.	-17%
KinaseGlo FLuc	2%	-3%	2%	3%	10%	0%	4%	0%	0%	.	.	-3%
NPSR antagonist	.	-12%[46.1 µM]	-4%[46.1 µM]	-11%	1%	0%	.	5%	-5%	-8%	7%	-14%[46.1 µM]
CBFb-RUNX1 inh	-2%[21.7 µM]	-1%	7%	?	1%	17%	?	-9%	3%	2%	11%	4%
IMPase Li inh	10%	6%[38.3 µM]	-2%[38.3 µM]	9%	-5%	4%	1%&32%	8%	4%	7%	.	11%[38.3 µM]
HTT aggregate	.	32%	3%	-4%	1%	15%	.	-5%	-18%[9.22 µM]	2%[9.22 µM]	-27%[9.22 µM]	22%

4 entries from above in another layout:
cpd	Structure	Epigenetic derep	Lamin A splicing	KinaseGlo FLuc	NPSR antagonist	CBFb-RUNX1 inh	IMPase Li inh	HTT aggregate
42	CCOC(=O)C1=C(C)NC(SCC(N)=O)=C(C#N)C1c1cccs1 (configuration not stated)	-0.7%	7%	-3%	-12%[46.1 µM]	-1%	6%[38.3 µM]	32%
46	O=C(CCc1ccccc1)NCC1OCCc2ccccc21 (configuration not stated)	1.1%	33%[46 µM]	0%	0%	17%	4%	15%
45	C/C(CC(=O)Nc1cccnc1)=N\NC(=O)C(=O)Nc1cccc(C)c1	-1.0%	-7%	10%	1%	1%	-5%	1%
41	Nc1nc2c(ncn2[C@@H]2O[C@H](CO)[C@@H](O)[C@H]2O)c(=O)[nH]1	-0.3%	.	2%	.	-2%[21.7 µM]	10%	.
